# CCHF vOTU inh – CCHFV vOTU protease inhibitors, primary screen, biochemical, Pep-AMC substrate, fluorescence. 0.55% of 370,000 active. Crimean-Congo hemorrhagic fever virus L polyprotein viral ovarian tumor (vOTU) protease …. inhibition, % at 11.5 µM; further: 0% = vehicle wells with enzyme and 100% = no enzyme wells
# BoNT F protease – BoNT/F light chain protease inhibitors, primary screen, biochemical, flow cytometry, MLPCN library. Multiplex microsphere protease cleavage assay. 0.22% of 360,000 active. inhibition, % at 10 µM. AID 588497, 2011; in the data active means inhibition above about 35%, passing the limit was not always enough; inconclusive means no clear call, values can overlap the other calls; further: plate controls were buffer without enzyme for full effect and enzyme alone for no effect
# VHR inh abs – VHR1 phosphatase inhibitors, primary screen, biochemical, absorbance, uHTS. Dual specificity protein phosphatase 3 (Homo sapiens), P51452. recombinant VHR phosphatase, pNPP absorbance. inhibition, % at 13.3 µM. 0.52% of 290,000 active. AID 1654, 2009; in the data active means inhibition above about 50%; further: some compounds called inactive have numbers as strong as hits
# Target sequence (P51452 whole entry, looked up): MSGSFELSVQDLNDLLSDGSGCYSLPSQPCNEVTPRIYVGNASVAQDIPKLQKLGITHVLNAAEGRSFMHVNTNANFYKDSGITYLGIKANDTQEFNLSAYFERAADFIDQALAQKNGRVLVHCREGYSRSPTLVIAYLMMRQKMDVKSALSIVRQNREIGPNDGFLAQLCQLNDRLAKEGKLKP
# FadD28 FP inh – inhibitors of FadD28 bisubstrate probe binding, primary screen, biochemical, fluorescence polarization, single point; inhibition, % at 12.5 µM; Mycobacterium tuberculosis FadD28 fatty-acid-AMP ligase; AID 588549, 2011; 0.22% of 360,000 active; in the data active means inhibition above about 8.5%, passing the limit was not always enough; inconclusive means no clear call, values can overlap the other calls
# BioA inh – M. tuberculosis BioA enzyme inhibitors, primary screen, biochemical, plate reader, single point, HTS; 7,8-diaminopelargonic acid synthase BioA (Mycobacterium tuberculosis); purified M. tuberculosis BioA enzyme; inhibition, % at 9.99 µM; 0.096% of 360,000 active; AID 602481, 2012; in the data active means inhibition above about 40%; inconclusive means no clear call, values can overlap the other calls
# Rv3671c inh – Rv3671c serine protease inhibitors, primary screen, biochemical, fluorescence polarization, M. tuberculosis H37Rv; P9WHR9; inhibition, % at 5.96 µM; 0.048% of 320,000 active; in the data active means inhibition above about 38%;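 further: extracellular domain of Rv3671c used as enzyme; 0% = enzyme with DMSO and 100% = no enzyme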
# GDH-TPI inh – GDH-TPI coupling enzyme inhibitors, primary screen, artefact control for M. tuberculosis FBA inhibitor project, biochemical, absorbance, full deck. AID 588335, 2011. GDH-TPI coupled enzyme counterscreen, NADH absorbance. inhibition, % at 4.8 µM. 1.2% of 360,000 active;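 further: 0% = DMSO wells and 100% = wells lacking the enzyme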
# MazF activator – activators of E. coli MazEF toxin-antitoxin RNase, primary screen, biochemical, fluorescence, uHTS; Endoribonuclease toxin MazF (Escherichia coli (strain K12)), P0AE70; FAM/BHQ RNA-DNA oligo cleavage fluorescence, 5 h; activation, % at 20 µM; 0.32% of 350,000 active; AID 504720, 2011; in the data active means activation above about 50%
# Target sequence (P0AE70 whole entry, looked up): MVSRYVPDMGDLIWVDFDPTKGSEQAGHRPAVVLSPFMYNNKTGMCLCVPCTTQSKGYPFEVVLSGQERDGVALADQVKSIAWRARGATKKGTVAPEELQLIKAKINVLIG
# Mtb FBA inh – Mtb FBA enzyme inhibitors, primary screen, biochemical, fluorescence, strain H37Rv; Fructose-bisphosphate aldolase (Mycobacterium tuberculosis (strain ATCC 25618 / H37Rv)), …; purified M. tuberculosis FBA, fluorescence read-out; inhibition, % at 1 µM; 2.3% of 360,000 active; in the data active means inhibition above about 27%;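 further: 0% = vehicle and 100% = reference inhibitor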
# Target sequence (P9WQA3 whole entry, looked up): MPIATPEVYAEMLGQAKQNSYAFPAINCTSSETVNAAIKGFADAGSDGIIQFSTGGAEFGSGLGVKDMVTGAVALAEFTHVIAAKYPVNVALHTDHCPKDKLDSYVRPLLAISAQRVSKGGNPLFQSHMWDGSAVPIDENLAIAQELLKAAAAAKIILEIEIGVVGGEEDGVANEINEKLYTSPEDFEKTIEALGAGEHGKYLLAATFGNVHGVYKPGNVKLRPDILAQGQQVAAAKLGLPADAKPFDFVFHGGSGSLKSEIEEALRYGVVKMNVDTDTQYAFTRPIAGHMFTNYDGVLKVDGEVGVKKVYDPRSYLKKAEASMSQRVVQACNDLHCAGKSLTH
# Mtb UGM inh – M. tuberculosis UGM enzyme inhibitors, primary screen, biochemical, fluorescence polarization, single point; inhibition, % at 10 µM; AID 504406, 2011; purified UGM, fluorescence polarization probe displacement; 0.06% of 320,000 active; in the data active means inhibition above about 10%, passing the limit was not always enough; inconclusive means no clear call, values can overlap the other calls
# Target sequence (P9WIQ1 whole entry, looked up): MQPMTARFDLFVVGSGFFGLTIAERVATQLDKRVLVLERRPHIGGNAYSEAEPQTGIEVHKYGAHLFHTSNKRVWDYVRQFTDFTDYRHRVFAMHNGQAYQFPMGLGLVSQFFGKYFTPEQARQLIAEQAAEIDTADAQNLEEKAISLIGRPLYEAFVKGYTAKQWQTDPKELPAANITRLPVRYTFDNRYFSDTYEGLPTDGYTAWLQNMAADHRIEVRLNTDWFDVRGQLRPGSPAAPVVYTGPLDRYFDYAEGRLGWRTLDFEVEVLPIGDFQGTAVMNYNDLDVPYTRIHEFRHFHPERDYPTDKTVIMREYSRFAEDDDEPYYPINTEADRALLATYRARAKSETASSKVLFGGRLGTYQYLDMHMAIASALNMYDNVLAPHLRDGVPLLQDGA
# Starred values were filed as active, the others as inactive; ? = inconclusive; nt = no result given; & = joins results of further samples. Unless noted, no stated cut-off is given here; in the data, active means inhibition above about 30%; inactive means the rest.
SMILES,CCHF vOTU inh,BoNT F protease,VHR inh abs,FadD28 FP inh,BioA inh,Rv3671c inh,GDH-TPI inh,MazF activator,Mtb FBA inh,Mtb UGM inh
COc1ccc(O)c(-c2cc(C(F)(F)C(F)F)nc(-c3ccccc3)n2)c1,-3,3,26,-2.8,0.3,-8,4,-7,0,2.3
Cc1cc(OCC(=O)Nc2cc(S(=O)(=O)N3CCOCC3)ccc2N2CCCC2)ccc1C(C)C,19,10,nt,-2.5,nt,-3,4,-11,4,0.7
CCn1cc(/C=c2/sc3n(c2=O)C2c4ccccc4OC(C)(N=3)C2C(=O)OC)c(C)n1 (stereo not given),-2,-4,53*,-2.8,nt,0,28,-3,0,-0.9
CSc1cccc(NC(=S)Nc2ccc(F)cc2)c1,1,nt,29,-2.8,0.0,-3,6,11,4,3.1
COc1cccc(-n2cnc3sc(C)cc3c2=O)c1,-14,-5,-28,-1.5,-0.8,-10,-5,3,-1,1.7
CCN(CC)C(=O)C1=C(C)N(CCCN2CCCC2=O)C(=O)C(CC(=O)NCCCCc2ccccc2)C1 (stereo not given),-5,-5,nt,-1.2,1.3,nt,-3,-1,-1,nt
O=C1NC(=O)C(Cc2ccc(O)cc2)N1 (stereo not given),-4,11,nt,-0.6,-4.4,nt,11,13,4,nt
COc1ccccc1CNC(=O)COC(=O)C1CCN(S(=O)(=O)c2c(Cl)cccc2Cl)CC1,10,-6,nt,-0.6,-4.4,nt,14,-6,4,nt
Cn1c(N)c(C(=O)COC(=O)c2ccc([N+](=O)[O-])o2)c(=O)n(C)c1=O,44*,-3,10,-1.8,-1.7,-18,1,8,0,1.2
CCOC(=O)C1=C(O)C(=O)NC(c2ccccc2)=C(OC2CCCCC2)C1,8,-10,-2,-1.8,nt,-18,2,-14,-2,nt
COc1cc(CCCN2C(=S)NC[C@@H]2c2ccccc2)cc(OC)c1OC,9,-9,0,0.8,-1.5,7,14,3,4,-1.8
NC(=O)C1CCCN(C(=S)Nc2cccc3ccccc23)C1 (stereo not given),-2,9,15,-0.7,-6.2,-7,0,-8,24,0.0
Cc1onc(-c2ccccc2Cl)c1C(=O)Nc1ccccc1C(N)=O,8,-6,3,-1.7,-0.2,7,4,4,4,0.9
COc1ccc(-c2c[n+]3c(n2-c2c(C)n(C)n(-c4ccccc4)c2=O)CCCCC3)cc1,-8,-7,37,0.9,nt,1,-3,-3,-2,1.8
Cc1ccc(-c2nn(-c3ccccc3)cc2C(=O)N2CCOCC2)cc1C,-8,-3,23,-1.9,2.2,-3,5,-1,2,-1.5
O=C(c1ccc(Cl)cc1)N1CCN(C(=O)c2ccco2)CC1,7,-18,4,-1.7,0.7,3,1,3,0,-0.3
CNC(=S)N1CCN(c2cccc(OC)c2)CC1,2,-1,49,1.3,-0.3,-10,-8,1,2,-0.5
CCCn1c(N)c(Sc2ccccc2[N+](=O)[O-])c(=O)n(CCC)c1=O,-8,-2,22,-1.4,-0.1,-6,15,3,-2,4.8
CCc1nc2ccc(C(=O)Nc3cccc(OC)c3)cn2c1N(C)CCCc1ccccc1,14,-4,nt,-1.0,-0.6,nt,10,nt,-2,nt
COc1ccc(C)cc1NC(=O)CSc1ccc(-c2cccnc2)nn1,-5,-9,8,-4.1,20,-5,10,-2,-5,1.7
CCc1nnc(NS(=O)(=O)c2ccc(N=Cc3c(C)[nH]n(-c4ccc(C)c(C)c4)c3=O)cc2)s1,9,-4,-4,-5.0,-0.6,-7,21,2,-1,5.4
CCN(CC)S(=O)(=O)c1ccc(N2CCCC2)c(NS(=O)(=O)c2cccs2)c1,-1,-7,15,-0.1,nt,-1,4,-19,1,-0.9
N#CCC(=O)Nc1ccc(C(=O)OCC(=O)Nc2ccccc2Sc2ccccc2)cc1,20,4,10,-7.0,nt,81*,4,3,4,-1.0
COc1ccc(C(O)c2nc(-c3ccc(F)c(Cl)c3)cs2)cc1 (stereo not given),8,-4,nt,-3.0,-0.3,nt,0,nt,-3,nt
Cc1ccc(/C=C/C(=O)O)cc1S(=O)(=O)N(C)CCO,-11,2,26,0.1,nt,-20,10,-10,5,3.1
COc1ccc(Cc2nc3c4c(ncn3n2)Oc2c(ccc3ccccc23)C4c2ccc(OC)c(OC)c2)cc1 (stereo not given),-3,-9,19,-2.3,nt,-9,-1,-17,3,-1.5
C(#Cc1ccccc1)Cn1nnc2ccccc21,-10,-15,9,-1.8,1.7,-6,-2,-6,-1,0.5
CC(NC(=O)Cc1ccc(S(=O)(=O)N2CCOCC2)s1)c1ccc(Cl)c(Cl)c1 (stereo not given),-8,-3,nt,-8.3,-1.3,-7,2,-4,1,-0.1
CC(NC(=O)c1ccc(C#N)cc1)C1CC2CCC1C2 (stereo not given),4,8,-11,1.3,-0.9,6,-4,-12,6,3.1
Cn1c(Cn2c(=O)sc3ccccc32)nnc1SCC(=O)NCCc1ccccc1,-7,-3,22,-0.7,-0.7,-10,7,0,0,-1.5
Cc1cc(NC(=O)CSc2nc3ccccc3c(=O)n2C2CCCC2)no1,-4,nt,36,-0.9,0.8,-4,6,24,0,3.6
COc1ccc(NC(=O)N(C)C[C@H]2Oc3c(NC(=O)c4nc5ccccc5s4)cccc3C(=O)N([C@@H](C)CO)C[C@H]2C)cc1,17,-2,nt,-3.8,0.3&-0.1,-6,14,8,0,2.0
O=C(COC(=O)/C=C/c1ccccc1[N+](=O)[O-])NNC(=O)c1ccc(F)cc1,-7,-7,nt,-3.0,-1.3,nt,-10,-2,-3,nt
C/C(=N\OCc1nc2ccccc2c(=O)n1/N=C/c1cc(C)cc([N+](=O)[O-])c1O)c1ccccc1,2,-4,4,0.1,-1.4,3,5,5,0,-3.0
Cc1ccc(-c2c[n+](CC(=O)Nc3nc(-c4ccccc4)cs3)c3n2CCC3)cc1,1,-11,8,-3.7,nt,-8,1,-10,-1,0.0
COc1ccc(NC(=O)C2=CC(c3ccc(OC)cc3)=NS(=O)(=O)N2C)cc1,9,-1,-6,-3.2,0.4,-4,25,14,-5,-1.8
CCCCN(C)Cc1c(C)[nH]c2ccc(Cl)cc2c1=O,11,7,13,-5.8,1.4,4,2,0,-3,0.3
O=c1[nH]c2ccccc2n1C1CCN(C(c2cccs2)c2nnnn2-c2ccc3c(c2)OCCO3)CC1 (stereo not given),-1,-2,nt,-3.0,-4.6,nt,nt,nt,-1,nt
COC(=O)c1cn(C(=O)c2ccc(C)cc2C)c2ccccc12,-15,-8,8,-1.2,nt,-13,1,-1,-2,4.5
O=C(O)CSC(C(=O)Nc1ccc(Br)cc1)c1ccccc1 (stereo not given),-1,4,1,4.2,nt,7,5,10,2,-1.8
c1cc(-c2ccoc2)n2ccnc2c1,-11,0,nt,-3.1,-2.5,nt,1,nt,22,nt
CC1=NNC(=O)C1C(c1ccc(Cl)cc1)C(C#N)C#N (stereo not given),12,?,-10,-3.0,11,-6,1,12,1,-1.8
COc1ccc(/C=C2\Sc3ccc(C(=O)N4CCOCC4)cc3N(C)C2=O)cc1,7,4,-9,-3.2,0.3,7,6,-9,0,2.5
Cc1cc(NC(=O)c2cc(-c3cccs3)on2)nn1Cc1ccc(Cl)cc1,2,4,19,-2.5,-1.4,-1,9,23,-1,nt
Cc1ccccc1NC(=O)CSc1nnc(C)c(=O)[nH]1,-9,-2,23,-0.4,nt,-2,6,-2,-2,3.1
CCCCCC(=O)Nc1ccc(N2CCOCC2)c(S(=O)(=O)Nc2ccc(OC)cc2)c1,11,-1,nt,-2.6,nt,-3,-2,0,-1,-0.2
Cc1ccc(NS(=O)(=O)c2ccc(NC(=O)c3ccccc3C(=O)O)cc2)c(C)c1,12,-8,nt,-3.2,nt,-2,-10,2,-3,-0.5
COc1ccc(-c2cc(=O)oc3c(C)c(OC(=O)c4cccs4)ccc23)cc1,-6,-6,-2,-0.8,nt,-5,-5,109*,1,1.4
CCn1c(=NC(=O)CN2C(=O)CCC2=O)sc2c(C)cc(C)cc21,3,-10,17,-1.0,-0.7,nt,4,12,-1,nt
COc1ccc(Cl)cc1NC(=O)CCn1cnc2ccccc2c1=O,3,-1,-22,-2.7,0.5,3,-4,-3,49*,0.9
# (listing goes on)
SMILES,CCHF vOTU inh,BoNT F protease,VHR inh abs,FadD28 FP inh,BioA inh,Rv3671c inh,GDH-TPI inh,MazF activator,Mtb FBA inh,Mtb UGM inh
CCc1ccc(Nc2nnc(SC3CCOC3=O)s2)cc1 (stereo not given),9,-9,-3,-0.3,nt,0,10,-3,0,0.1
COc1cc2cc(C(=O)N(C)C3CCS(=O)(=O)C3)[nH]c2cc1OC (stereo not given),3,0,6,-15,-0.7,0,19,-20,31*,-0.3
COC(=O)CCCC1=CC2=CC(=O)C(C)(OC(=O)c3cccs3)C(=O)C2=CN1CCCOC(C)C (stereo not given),20,-13,11,0.4,-1.2,-9,11,5,-6,2.4
COc1ccc2cc(C(=O)NC3CCCCC3)c(=O)oc2c1,-13,6,5,0.3,-0.4,nt,4,-4,13,nt
O=C(NCc1ccc2c(c1)OCO2)c1c[nH]c2ccc(S(=O)(=O)N3CCOCC3)cc2c1=O,-4,4,26,-2.8,-0.5,-6,18,3,12,1.8
CC1=C/C(=C/N(C)C)C(=O)O1,12,-1,21,-0.6,nt,-7,-2,4,2,1.9
O=C(Nc1ccccc1)c1nnsc1S(=O)(=O)c1ccc(Cl)cc1,-1,0,24,-2.4,-0.9,-12,-3,5,-2,-0.3
Cc1ccccc1OCC(=O)Nc1cccc(NC(=O)c2ccco2)c1,-5,-9,43,-4.6,3.0,-7,-3,-1,1,2.5
NNC(=O)c1nnn(-c2nonc2N)c1-c1cccs1,-6,-20,3,-2.7,0.8,3,10,-1,11,0.3
CCCc1[nH]n(-c2nc3ccccc3s2)c(=O)c1C=NCCN1CCOCC1,-8,27,17,-0.4,-0.3,6,9,3,-2,-0.4
Cc1nn(-c2ccccc2)c2[nH]c(=O)c(CNCc3ccc4c(c3)OCO4)cc12,4,-1,14,-2.6,-1.5,5,1,4,2,-0.9
COc1cccc(CNc2nc3nc(C)cc(C)n3n2)c1,5,-1,3,1.3,nt,-8,14,0,25,0.6
O=C(CCC1CC(=O)Nc2ccccc21)NCc1ccccc1 (stereo not given),-14,2,20,-2.3,-0.1,5,3,6,2,1.0
C/C(=N\NC(=O)c1cc(C)nc2ccccc12)c1ccco1,3,-2,-3,-3.8,-0.1,1,2,7,0,3.1
CN(C)c1ccc(/C=N/c2cc(-c3ccccc3)nn2-c2ccccc2)cc1,-8,-9,-6,-3.7,-0.6,-2,20,-8,-1,0.4

# An excerpt from above in order of molecular weight, descending:
SMILES,CCHF vOTU inh,BoNT F protease,VHR inh abs,FadD28 FP inh,BioA inh,Rv3671c inh,GDH-TPI inh,MazF activator,Mtb FBA inh,Mtb UGM inh
CCCc1[nH]n(-c2nc3ccccc3s2)c(=O)c1C=NCCN1CCOCC1,-8,27,17,-0.4,-0.3,6,9,3,-2,-0.4
Cc1nn(-c2ccccc2)c2[nH]c(=O)c(CNCc3ccc4c(c3)OCO4)cc12,4,-1,14,-2.6,-1.5,5,1,4,2,-0.9
CN(C)c1ccc(/C=N/c2cc(-c3ccccc3)nn2-c2ccccc2)cc1,-8,-9,-6,-3.7,-0.6,-2,20,-8,-1,0.4
C/C(=N\NC(=O)c1cc(C)nc2ccccc12)c1ccco1,3,-2,-3,-3.8,-0.1,1,2,7,0,3.1
COc1cccc(CNc2nc3nc(C)cc(C)n3n2)c1,5,-1,3,1.3,nt,-8,14,0,25,0.6

# High-throughput results: PubChem, several laboratories
